# Compound activity as filed in PubChem BioAssay.
# GPR35 antagonists: GPR35 antagonists blocking zaprinast-driven arrestin recruitment, primary screen, imaging, U2OS, beta-arrestin-GFP, zaprinast agonist (AID 2058); U2OS GPR35 beta-arrestin-GFP translocation imaging, zaprinast antagonism; higher % means a stronger effect; actives 0.052% (n = 290,000); inhibition, % at 10 µM, or IC50 in µM where a hit was titrated;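 active means inhibition of at least 50% with at least 30 cells and total cytoplasm GFP at most 10,000,000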
# NTR1 agonist: agonists of NTR1, primary screen, imaging, U2OS cells, beta-arrestin-GFP, high content (AID 493036) | NTR1-U2OS beta-arrestin-GFP spot imaging, agonist mode | activation, % at 20 µM | actives 0.17% (n = 330,000);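 active means activation at or above 40% of the spot to cytoplasm intensity ratio, with at least 20 cells analyzed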;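 further: 0% = DMSO without peptide and 100% = 100 nM NTR1 peptide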
# Target sequence (P30989 whole entry, looked up): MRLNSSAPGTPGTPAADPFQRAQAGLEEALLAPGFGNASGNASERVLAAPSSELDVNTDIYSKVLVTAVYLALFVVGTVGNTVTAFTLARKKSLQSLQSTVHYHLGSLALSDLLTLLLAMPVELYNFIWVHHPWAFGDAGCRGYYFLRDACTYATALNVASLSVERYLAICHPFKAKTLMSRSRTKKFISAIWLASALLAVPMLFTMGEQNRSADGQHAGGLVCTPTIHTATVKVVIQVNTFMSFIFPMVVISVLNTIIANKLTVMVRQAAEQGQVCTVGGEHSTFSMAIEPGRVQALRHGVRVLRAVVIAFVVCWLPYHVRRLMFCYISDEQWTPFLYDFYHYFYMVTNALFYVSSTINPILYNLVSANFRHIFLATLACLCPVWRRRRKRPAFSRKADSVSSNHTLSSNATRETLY
# KOR beta-arrestin-1: kappa opioid receptor activators – cell-based, luminescence, uHTS, primary screen (AID 1777); KOR beta-arrestin recruitment, luminescence; higher % means a stronger effect; actives 0.02% (n = 280,000); one-dose activation, % at 10 µM; EC50 in µM for titrated hits; in the data active means activation above about 50%, passing the limit was not always enough; further: a part of the inactive calls stands beside numbers as strong as those of hits
# KOR beta-arrestin-2: kappa opioid receptor blockers – cell-based, luminescence, uHTS (AID 1778). KOR beta-arrestin recruitment, luminescence, antagonist mode; higher % means a stronger effect. actives 0.091% (n = 290,000). one-dose inhibition, % at 10 µM; IC50 in µM for titrated hits; in the data active means inhibition above about 50%; further: strong numbers were not always called active
# West Nile antiviral: West Nile virus antiviral activity, cell-based, CPE readout (AID 1621) | West Nile virus-infected cells, CPE inhibition; higher % means a stronger effect | CPE inhibition, % at 10 µM, or IC50 in µM where a hit was titrated | actives 0.02% (n = 290,000); in the data active means a potency from the dose series; further: strong numbers were not always called active
# GPR55 activation: GPR55 agonists via beta-arrestin recruitment, primary screen, imaging, U2OS cells, beta-arrestin-GFP redistribution (AID 1961). U2OS GPR55 beta-arrestin-GFP redistribution imaging; higher % means a stronger effect. activation, % at 10 µM; hits with a dose series show EC50 in µM. actives 0.048% (n = 290,000);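 active means activation above 40% with more than 50 cells counted in the well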;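 further: U2OS osteosarcoma cells stably expressing GPR55 and beta-arrestin-GFP; plate controls were DMSO negative control for no effect and LPI positive control for full effect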
# T cell HTS: modulates CD8 T cell binding to vesicles. 2C CD8+ T cell-vesicle binding, flow cytometry; stronger effect = lower value. calls only at 7 µM. actives 0.068% (n = 330,000);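 active means response, share of CD8 T cells binding vesicles, and their 90th percentile fluorescence all below set limits, cut at about 80% in these data, passing the limit was not always enough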
#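 Test system: purified 2C TCR transgenic mouse naive CD8+ T cells. Probe or stimulus: QL9-peptide-loaded Drosophila micro-vesicles bearing Ld, ICAM-1 and B7-1. Incubation: binding step 1.5 h, 37 °C, antibody labelling 20 min, ice. Measured by: flow cytometry of vesicle-bound cells.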
# PhoP inhibition: PhoP-dependent GFP reporter repression – Salmonella Typhimurium, primary screen (AID 1863) | S. Typhimurium PhoP-regulated promoter GFP reporter, 4 h; higher % means a stronger effect | one-dose inhibition, % at 50 µM; IC50 in µM for titrated hits | actives 0.16% (n = 300,000);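 active means inhibition over 29.93%, a cutoff 3 SD above the screen mean, later confirmed by dose response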;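 further: 0% = low Mg2+ inducing control and 100% = high Mg2+ repressing control; strong numbers were not always called active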
# GPR55 LPI antagonism: GPR55 antagonists blocking LPI-driven arrestin recruitment, primary screen, imaging, U2OS, beta-arrestin-GFP, LPI agonist (AID 2013); inhibition, % at 10 µM, or IC50 in µM where a hit was titrated; actives 0.13% (n = 290,000); U2OS GPR55 beta-arrestin-GFP translocation imaging, LPI antagonism; higher % means a stronger effect;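 active means spots per cell inhibited over 60%, with over 100 cells counted and total cytoplasm intensity under 500,000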;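 further: U2OS cells stably carrying GPR55 and arrestin-GFP stimulated by 5 µM LPI near EC80; imaged beta-arrestin-GFP aggregate spots per cell after agonist stimulation; plate controls were LPI-stimulated DMSO wells for no effect and DMSO wells without LPI for full effect; some results filed as inactive read as strong as hits; confirmed hits need IC50 under 10 µM and bright autofluorescent wells are also inconclusive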
# T cell HTS vesicle-bound %: further read-out of T cell HTS, marked with its call; double positive events, %; measured here: CD8+ vesicle-bound cell fraction;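 binding gate set so that unloaded-vesicle control wells show 10% double positive cells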
# NTR1 agonist cell count 20 µM: recorded beside NTR1 agonist, whose call it bears; cell count; measured here: cell count, cytotoxicity flag
# Starred values were filed as active, the others as inactive; i = inactive; · = no result given; [ ] = dose if it differs, or a comment.
SMILES,GPR35 antagonists,NTR1 agonist,NTR1 agonist cell count 20 µM,KOR beta-arrestin-1,KOR beta-arrestin-2,West Nile antiviral,GPR55 activation,T cell HTS,T cell HTS vesicle-bound %,PhoP inhibition,GPR55 LPI antagonism
O=C(CC(c1ccccc1)c1ccccc1)Nc1ccncc1,-5%,2.6,48,2.2%,14%,0.3%,-1.9%,i,20,1%,0%
CC(C)CCOP(=O)(c1ccc(N(C)C)cc1)C(O)c1ccc(Cl)cc1Cl (centres undefined),-10%,23,68,-0.8%,2%,-1.5%,-0.1%,i,12,8%,9%
N#CC(c1ccc(O)cc1)N1CCOCC1 (centres undefined),6%,0.2,60,7.4%,16%,0.5%,-0.2%,i,13,-1%,2%
O=C(O)C(Cc1cc2ccccc2[nH]1)N1C(=O)C2CC=C(Cl)CC2C1=O (centres undefined),-16%,-1.8,67,4.2%,17%,-0.1%,0.1%,i,35,4%,-2%
Nc1c(C(=O)Nc2ccc(F)cc2)sc2nc(-c3ccco3)ccc12,-16%,-2.7,92,-0.4%,-4%,0.0%,-0.2%,i,9,36%,-6%
O=C(O)C1CC1C(=O)Nc1cc(F)ccc1F (centres undefined),7%,-0.8,29,1.6%,-15%,0.2%,0.8%,i,15,-10%,8%
O=C(Nc1ccccc1)Nc1cc(S(=O)(=O)N2CCOCC2)ccc1N1CCCC1,4%,-0.3,61,12%,-20%,-0.1%,-0.2%,i,44,-7%,-7%
Cc1cc(C)nc(/N=C(\N)Nc2cc([N+](=O)[O-])ccc2C)n1,-5%,-2.5,66,-2.7%,4%,-1.4%,-0.1%,i,45,9%,18%
Fc1ccc(CCNC(=S)Nc2ccc(F)c(Cl)c2)cc1,0%,16,43,-7.9%,-107%[20 µM],2.1%,-0.1%,i,27,3%,2%
Cn1cc([N+](=O)[O-])c(C(=O)Nc2nc(-c3ccc(Cl)cc3)cs2)n1,-4%,49*,79*,-1.0%,-13%,2.8%,-0.2%,i,43,-9%,-2%
CCOC(=O)c1c(C)n(C)c2ccc(O)c(CN3CCC(C)CC3)c12,2%,4.9,40,-0.7%,-12%,-0.5%,-0.1%,i,23,7%,19%
COc1cc2c(cc1OC)C(CC(=O)O)N(C(=O)CC1CCCC1)CC2 (centres undefined),3%,-0.4,41,1.5%,10%,-0.6%,0.4%,i,29,-1%,5%
CCOC(=O)CNC(=O)/C(=C\c1ccc(F)cc1)NC(=O)c1ccccc1,4%,-0.5,52,·,-26%[20 µM],0.7%,-0.2%,i,26,-1%,-6%
COc1ccc(Nc2ncnc3c2cnn3-c2cccc(C)c2)cc1OC,-13%,2.3,54,2.6%,8%,0.1%,-0.1%,·,·,-3%,2%
COc1ccc(OC)c(NC(=O)C2CCN(c3nc(C)cc(C)n3)CC2)c1,-9%,-0.1,83,-2.7%,13%,0.6%,-0.2%,i,31,-1%,8%
NC(=O)C1(N2CCCCC2)CCN(C(=O)CSc2nc(C(F)(F)F)cc(=O)[nH]2)CC1,-1%,-0.5,46,1.6%,12%,-0.1%,-0.1%,i,48,-5%,5%
COc1ccc(-n2c(Cn3nnc4ccccc43)n[nH]c2=S)cc1,-2%,-0.5,68,-5.3%,27%,-0.1%,0.2%,i,29,-4%,7%
COc1cc(NC(=O)c2ccc(Br)cc2)c(OC)cc1NC(=O)c1ccccc1,-8%,-0.4,52,28%,7%,0.8%,-0.1%,i,58,-2%,-7%
CC(Nc1nc(Nc2ccc(F)cc2)nc(SCC(N)=O)n1)c1ccccc1 (centres undefined),2%,1.9,68,0.5%,-47%[20 µM],-0.8%,0.4%,i,50,1%,11%
COc1cccc(Oc2ccc(N)cn2)c1,1%,0.2,71,5.1%,-29%,-0.4%,0.2%,i,17,2%,-2%
Cc1nc(NC(CC(C)C)C(=O)O)c2nc(C)oc2n1 (centres undefined),8%,1.2,50,3.6%,-46%,-0.2%,0.3%,i,28,5%,2%
CC1CCC2=NN(C(=O)c3ccco3)C(O)(C(F)(F)F)C2C1 (centres undefined),8%,1.1,57,-1.9%,-6%[20 µM],-0.8%,0.1%,i,59,·,-4%
Brc1ccc(/C=C/C=N/Nc2nc3ccccc3s2)cc1,2%,5.8,92,-4.6%,-8%,1.0%,0.3%,i,43,-13%,-1%
CN(C)C(=O)CSc1nnc(Cc2ccc3c(c2)OCO3)o1,6%,0.1,47,-5.5%,-28%[20 µM],-0.1%,0.2%,i,55,-4%,6%
CNC(C)C#Cc1ccc2c(=O)c3c(OC)cccc3oc2c1 (centres undefined),-1%,0.4,63,-1.7%,-10%[20 µM],-0.3%,-0.3%,i,18,-7%,-5%
COc1c(Cl)ccc(Cl)c1C(=O)NCc1ccco1,-5%,0.8,59,-0.7%,-16%,-0.1%,-0.5%,i,6,-1%,-30%
Fc1ccc(-c2nc3c(-c4ccc(F)cc4)cnn3cc2CCN2CCOCC2)cc1,16%,2.0,43,-1.7%,-32%,-1.4%,0.4%,i,48,-6%,-12%
O=C(COc1ccccc1Cl)NCCC1=CCCCC1,-3%,17,13,-0.9%,15%,-1.1%,-0.3%,i,48,-7%,7%
NC(=O)C1(N2CCCCC2)CCN(C2CC(=O)N(Cc3cccs3)C2=O)CC1 (centres undefined),-2%,0.7,53,-2.4%,-23%,·,-0.1%,i,0,1%,7%
C#CCSc1cc(C(F)(F)F)nc(-c2ccccn2)n1,-16%,-0.2,82,-0.3%,-18%,-0.4%,0.2%,i,49,-6%,-8%
S=C1NCCOCCOCCOCCOCCN1,-11%,-1.7,57,1.5%,0%,1.3%,-0.1%,i,54,-9%,2%
COc1cc(OC)cc(-c2cc3nc(C)c(CCC(=O)NCc4ccccc4)c(C)n3n2)c1,-13%,2.1,51,0.3%,-6%,1.1%,-0.1%,i,27,-3%,6%
O=C(O)c1ccc(N2Cc3ccccc3C2)cc1O,10%,-0.5,47,2.0%,-32%,0.1%,0.0%,i,42,11%,-11%
CCOc1ccc(NC(=O)CN(C)C(=O)c2ccc(C)c(S(=O)(=O)N3CCCCC3)c2)cc1OCC,-2%,-0.1,65,1.2%,10%,-0.8%,0.2%,i,13,-5%,8%
Cc1ccc(NC(=S)N2CCN(c3ccccn3)CC2)cc1C,-9%,-0.8,82,9.5%,-3%,-0.5%,0.2%,i,42,7%,3%
CCCCn1c(SCC(=O)c2ccc3c(c2)NC(=O)CO3)nc2cc(S(N)(=O)=O)ccc21,-9%,2.3,54,-0.1%,-31%[20 µM],-0.4%,-0.1%,i,34,5%,5%
CCc1ccc(-c2ccc3nnc(SCC(N)=O)n3n2)cc1,-9%,1.4,64,-7.3%,-28%,-0.2%,-0.1%,i,22,1%,-1%
CCCCSCCCNC(=O)c1cn(C)c2ccc(S(=O)(=O)N3CCCC3)cc2c1=O,-18%,0.2,58,-3.5%,16%,-0.5%,0.6%,i,32,-10%,14%
CCCNC(=S)N1CCN(c2nc(-c3cccc(OC)c3)cs2)CC1,16%,1.3,81,-0.7%,-27%[20 µM],-1.1%,-0.3%,i,60,8%,1%
CCc1nnc(NS(=O)(=O)c2ccc(NC(=O)c3cccc(OC)c3)cc2)s1,-3%,0.8,67,-4.2%,-23%,-0.3%,-0.2%,i,9,-8%,14%

# In another format: results already given
# Each structure is followed by: GPR35 antagonists, NTR1 agonist, NTR1 agonist cell count 20 µM, KOR beta-arrestin-1, KOR beta-arrestin-2, West Nile antiviral, GPR55 activation, T cell HTS, T cell HTS vesicle-bound %, PhoP inhibition, GPR55 LPI antagonism
> S=C1NCCOCCOCCOCCOCCN1
 : -11%, -1.7, 57, 1.5%, 0%, 1.3%, -0.1%, i, 54, -9%, 2%
> COc1cc(OC)cc(-c2cc3nc(C)c(CCC(=O)NCc4ccccc4)c(C)n3n2)c1
 : -13%, 2.1, 51, 0.3%, -6%, 1.1%, -0.1%, i, 27, -3%, 6%
> O=C(O)c1ccc(N2Cc3ccccc3C2)cc1O
 : 10%, -0.5, 47, 2.0%, -32%, 0.1%, 0.0%, i, 42, 11%, -11%
> CCOc1ccc(NC(=O)CN(C)C(=O)c2ccc(C)c(S(=O)(=O)N3CCCCC3)c2)cc1OCC
 : -2%, -0.1, 65, 1.2%, 10%, -0.8%, 0.2%, i, 13, -5%, 8%
> Cc1ccc(NC(=S)N2CCN(c3ccccn3)CC2)cc1C
 : -9%, -0.8, 82, 9.5%, -3%, -0.5%, 0.2%, i, 42, 7%, 3%

# Following part.
SMILES,GPR35 antagonists,NTR1 agonist,NTR1 agonist cell count 20 µM,KOR beta-arrestin-1,KOR beta-arrestin-2,West Nile antiviral,GPR55 activation,T cell HTS,T cell HTS vesicle-bound %,PhoP inhibition,GPR55 LPI antagonism
CCCc1c2ccccc2nc2ccccc12,0%,3.5,73,3.8%,-55%,-0.8%,0.1%,i,44,6%,5%
O=C(c1ccco1)N1CCN(c2ncnc3c2[nH]c2ccc(Cl)cc23)CC1,10%,-0.4,83,6.3%,-48%,-1.0%,0.1%,i,62,5%,-8%
O=C(NC(Nc1nc2ccc([N+](=O)[O-])cc2s1)(C(F)(F)F)C(F)(F)F)c1ccccc1Cl,0%,3.1,90,-6.7%,33%,1.5%,-0.3%,i,55,0%,4%
CCCCCC(=O)N/N=C/c1ccco1,1%,-1.5,83,10%,16%,0.8%,0.0%,i,62,-5%,8%
CCOC(=O)N1CCN(C(=O)c2ccc3oc(CCCc4ccccc4)nc3c2)CC1,0%,1.9,64,6.2%,-21%,-0.1%,-0.1%,i,7,2%,12%
COCCNC(=O)/C(C#N)=C/c1ccc(O)cc1,-10%,-0.9,48,-0.4%,-4%,0.5%,-0.1%,i,14,-1%,-2%
Cc1ccc(N2CC(C(=O)Nc3ccc(N4CCOCC4)cc3)CC2=O)cc1C (centres undefined),9%,-0.8,47,-0.5%,-13%,-0.2%,-0.4%,i,27,1%,-12%
CCCc1nnc(NC(=O)CNc2ccc(F)cc2)s1,6%,0.6,49,-2.7%,0%,0.4%,0.3%,i,16,-2%,0%
COc1ccccc1NC(=O)CNC(=O)c1ccc(Br)o1,1%,-0.9,52,3.6%,-24%[20 µM],-0.1%,-0.3%,i,46,-1%,4%
CC(=O)[C@H]1[C@H](c2cccc(Cl)c2)C(C#N)(C#N)[C@@H]2c3ccccc3C=CN21,2%,-0.3,91,3.6%,-22%,-0.4%,0.1%,i,28,2%,-7%
Cc1ccc(C)c(S(=O)(=O)n2cnc3ccccc32)c1,-8%,-1.4,46,12%,18%,-0.2%,0.0%,i,17,5%,-3%
O=C(CNCCC1=CCCCC1)Nc1ccccc1N1CCCCC1,44%,8.5,64,-0.1%,-51%,-1.4%,-0.1%,i,28,1%,64%
CCN(CC)S(=O)(=O)c1ccc(NC(=O)c2cc(-c3cccs3)nc3ccccc23)cc1,-12%,-0.4,53,6.2%,15%,0.5%,-0.3%,i,34,-7%,15%
